Screening results as filed in PubChem BioAssay.
Lipid droplet: inhibitors of hepatocyte lipid droplet formation, primary screen, imaging, high-throughput imaging, BODIPY stain | AML12 mouse hepatocytes, oleate lipid droplets | inhibition, % at 6.5 µM | 240,000 tested, 0.4% active;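 active means lipid droplet intensity inhibited by at least 50%, with more than 500 cells counted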
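Assay system: AML12 hepatocytes (mouse) / Also added: 100 µM oleic acid challenge / Times: overnight treatment with compound plus oleate / Detection: high-content imaging of BODIPY-stained droplets and DAPI nuclei / Evaluation: % inhibition of lipid droplet signal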
PhoP inhibition: inhibitors of PhoP regulon expression, primary screen, Salmonella Typhimurium, GFP reporter (AID 1863). S. Typhimurium PhoP-regulated promoter GFP reporter, 4 h; higher % means a stronger effect. one-dose inhibition, % at 50 µM; IC50 in µM for titrated hits. 300,000 tested, 0.16% active;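 active means inhibition over 29.93%, a cutoff 3 SD above the screen mean, later confirmed by dose response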;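 further: 0% = low Mg2+ inducing control and 100% = high Mg2+ repressing control; strong numbers were not always called active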
T cell HTS: modulators of CD8 T cell-vesicle binding, primary screen, mouse 2C CD8+ T cells, flow cytometry. 2C CD8+ T cell-vesicle binding; active compounds read low. calls only at 7 µM. 330,000 tested, 0.068% active. AID 2052, 2009;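 active means response, share of CD8 T cells binding vesicles, and their 90th percentile fluorescence all below set limits, cut at about 80% in these data, passing the limit was not always enough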
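material = purified 2C TCR transgenic mouse naive CD8+ T cells | controls = Unloaded micro-vesicles (low), QL9 vesicles with 0.7% DMSO (high) | detection = cytometric PE anti-B7-1 and Alexa647 anti-CD8 signals after 1% paraformaldehyde fixation | incubation = binding step 1.5 h, 37 °C, antibody labelling 20 min, ice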
b-catenin transl: modulators of beta-catenin nuclear translocation, primary screen, imaging, HeLa cells, immunofluorescence, high-content. nuclear translocation activity, % at 5 µM. 190,000 tested, 0.3% active. AID 1665, 2009;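 active means nuclear translocation activity above 50% at 5 µM, with a well cell count of 50 or more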;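 further: per-cell ratio of nuclear to cytoplasmic median beta-catenin stain intensity; plate controls were DMSO negative control for no effect and GSK-3 inhibitor IX positive control for full effect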
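Technique: fluorescence imaging of beta-catenin antibody stain plus DAPI / Material: human HeLa cell line / Incubation: compound treatment 24 h, 37°C, 5% CO2 / Read-out basis: % activation of per-cell nuclear versus cytoplasmic median beta-catenin signal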
Autophagy mod: autophagy modulators in MEF cells, primary screen, imaging, high-content, MEF GFP-LC3. calls only at 10 µM (by protocol). AID 463193, 2010. MEF GFP-LC3 puncta imaging; test concentration mostly 10 µM. 190,000 tested, 0.98% active;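 active means percentage of spot-positive cells more than 3 SD above its plate mean, without a fluorescence outlier flag or 80% toxicity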;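 further: spot-positive cell cutoff set from DMSO-treated cells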
Dynein cargo inh: inhibitors of GR-EGFP nuclear translocation, primary screen, dynein cargo transport inhibitor project, imaging, high-content, 3617.4 mouse cells; test concentration mostly 20 µM; stimulated with dexamethasone, 1 µM; active compounds read low; z-score, hits read low; 220,000 tested, 0.47% active; AID 1381, 2008;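 active means plate z-score of nuclear minus cytoplasmic receptor signal below a set negative limit, without overly bright fluorescence or cell loss, cut at about -3.5 in these data, passing the limit was not always enough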;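 further: z-score of nuclear minus cytoplasmic ring GR-EGFP intensity difference per well; some compounds called inactive have numbers as strong as hits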
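Buffer or medium: tet-free medium with charcoal-stripped serum / Also added: dexamethasone agonist, 1.0 µM final, for 30 min / Timing: induction 48 h, compound 1 h, agonist 30 min / Measured by: high-content fluorescence imaging after fixation / Read-out: nuclear-to-cytoplasmic GR-EGFP distribution per well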
MT stabilize HCS: microtubule stabilizers in HeLa cells, primary screen, imaging, high-content imaging; HeLa tubulin immunostaining HCS, 24 h; share of cells brighter than vehicle mean+2SD; % tubulin-high responders, % at 10 µM; 200,000 tested, 0.83% active; AID 2205, 2009;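 active means plate Z-score above 3 for both tubulin-high and condensed-nucleus cell shares, with cell loss under 80%, at 10 µM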;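 further: anti alpha tubulin signal scored within the nucleus-defined area of each cell; some results filed as inactive read as strong as hits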
CSM14.1 death rescue: rescue of cells from ER stress-induced death, primary screen, 384-well, CSM14.1, thapsigargin, ATP luminescence (AID 1222); CSM14.1 thapsigargin-induced death rescue, ATP luminescence; higher % means a stronger effect; cellular ATP content (survival), % at 20 µM, or EC50 in µM where a hit was titrated; 190,000 tested, under 10 active;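 active means EC50 below 50 µM in the dose-response confirmation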;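 further: death triggered by thapsigargin at about 15 µM added after 2 h compound pretreatment; cell ATP read after overnight thapsigargin exposure of roughly 18 to 22 hours; normalized against plate controls of thapsigargin alone and 5% DMSO vehicle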
Ins promoter up: insulin promoter activators in MIN6 cells, imaging, high-content screening, mouse beta cells; MIN6 insulin promoter-GFP reporter; active compounds read high; z-score at 5 µM; 190,000 tested, 0.3% active;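 active means z-score above 3 at 5 µM with at least 500 cells counted in the well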
Dynein cargo inh cytoplasmic EGFP: recorded beside Dynein cargo inh, whose call it bears; z-score; measured here: cytoplasmic GR-EGFP intensity; active compounds read high
Dynein cargo inh nuclear GR-EGFP: further read-out of Dynein cargo inh, marked with its call; z-score; measured here: nuclear GR-EGFP intensity;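 lower value marks the stronger effect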
Dynein cargo inh cell count: recorded beside Dynein cargo inh, whose call it bears; z-score; measured here: cell count per field
Ins promoter up cell count: recorded beside Ins promoter up, whose call it bears; cell count; measured here: cytotoxicity, nuclei count;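 total cells summed across four imaged fields per well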
Lipid droplet cells 6.5 µM: second read-out of Lipid droplet, no call of its own (marks repeat the call); cell count; measured here: cell count, cytotoxicity flag;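 cells counted across two imaged fields per well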
b-catenin transl cell count 5 µM: second read-out of b-catenin transl, no call of its own (marks repeat the call); cell count; measured here: cell count, cytotoxicity flag
T cell HTS vesicle-bound %: second read-out of T cell HTS, no call of its own (marks repeat the call); double positive events, %; measured here: CD8+ vesicle-bound cell fraction;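 binding gate set so that unloaded-vesicle control wells show 10% double positive cells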
MT stabilize HCS Hoechst-high %: recorded beside MT stabilize HCS, whose call it bears; % Hoechst-high responders; measured here: nuclear condensation Hoechst responders;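 share of cells brighter than vehicle mean plus two SD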
MT stabilize HCS cytotoxicity %: also measured in MT stabilize HCS; calls as there; toxicity, %; measured here: cytotoxicity by cell density;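 0% = mean cell density of plate MIN control wells and 100% = no cells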
Autophagy mod cell loss 18 h: also measured in Autophagy mod; calls as there; toxicity, %; measured here: cell loss, nuclei count;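 cell loss after 18 h compound exposure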
The depositor's hits bear a star; i = inactive; . = no result given.

structure,Autophagy mod,Ins promoter up,Dynein cargo inh cell count,Lipid droplet,Lipid droplet cells 6.5 µM,MT stabilize HCS,T cell HTS,Ins promoter up cell count,Dynein cargo inh nuclear GR-EGFP,T cell HTS vesicle-bound %,b-catenin transl cell count 5 µM,Dynein cargo inh,Dynein cargo inh cytoplasmic EGFP,MT stabilize HCS Hoechst-high %,Autophagy mod cell loss 18 h,MT stabilize HCS cytotoxicity %,CSM14.1 death rescue,b-catenin transl,PhoP inhibition
O=C(CN1CCOCC1)Nc1cc([N+](=O)[O-])ccc1Cl,i,-0.01,0.698,-2.0,729,2.3,i,1197,-0.732,19.1,1057,-0.701,-0.212,2.0,-5.2,1.5,-0.4%,-3.3,6.0%
Cc1cc(N2CCOCC2)nc(C(C)C)n1,i,-0.45,-1.32,0.7,690,1.6,i,1368,0.568,55.9,1112,0.768,-0.205,1.4,19.6,3.6,-0.3%,-0.2,2.4%
CC[C@H](C)[C@@H](NC(=O)O[C@@H]1C(=O)c2cc(Br)ccc2O[C@H]1c1cccc(OC)c1)C(=O)OC,i,0.48,0.53,4.2,738,4.7,i,1241,0.0875,20.3,592,-0.542,0.146,2.9,-1.8,2.5,-2.0%,-0.9,-4.4%
CCC(=O)NC(Nc1c(C)n(C)n(-c2ccccc2)c1=O)C(Cl)(Cl)Cl (stereo unspecified),i,-0.37,-0.177,1.6,709,3.3,i,1462,0.45,55.4,1529,0.486,-0.272,1.7,-27.4,15.7,0.4%,0.2,6.7%
COCCCN=C1NN=C(c2cc(C)n(-c3ccccc3F)c2C)CS1,i,0.24,0.22,7.8,711,19.1*,i,1007,0.0471,56.2,467*,-0.221,-0.286,45.7*,5.2,28.8*,.,92.3*,-9.5%
CC(C)NS(=O)(=O)c1ccc(CCC(=O)Nc2cc(Cl)ccc2Oc2ccccc2)cc1,i,-2.2,1.01,12.0,722,1.7,i,811,0.144,51.5,1230,-0.376,-0.0932,1.9,28.1,10.8,3.7%,-0.9,-5.5%
CCNS(=O)(=O)c1ccc(NC(=O)c2ccc(Cn3cc(Br)cn3)o2)cc1,i,-0.55,-1.75,.,.,5.3,i,1310,0.564,53.2,578,1.78,-0.139,2.6,1.0,8.5,-1.2%,-1.2,0.9%
C=CCn1c(C)cc(C(=O)CSc2nnc(NCc3ccccc3)s2)c1C,i,.,0.334,-2.9,737,40.4*,i,.,-0.151,49.3,1214,-0.53,-0.189,76.6*,-3.2,32.5*,-0.9%,-4.2,-15.4%
CSc1nnc(C)c(=O)n1COC(=O)COc1ccc2ccccc2c1,i,-0.16,0.348,11.7,542,7.3,i,1453,-0.475,46.1,1122,-0.605,-0.121,2.2,0.4,8.1,-0.2%,-1.9,-4.9%
COc1cc(NC(=S)NC(=O)c2cc(C)cc(C)c2)ccc1NC(=O)c1cccs1,i,-0.72,.,-3.6,758,0.8,i,842,.,57.0,1046,.,.,2.5,-0.2,11.3,1.3%,-1.2,1.2%
O=C(NCc1ccccc1)C(c1ccc(O)cc1)N(C(=O)Cn1nnc(-c2cccs2)n1)c1ccc2c(c1)OCCO2 (stereo unspecified),i,-1.32,-0.986,-15.9,741,4.8,i,937,0.417,30.0,1246,0.977,-0.261,1.6,-6.9,5.0,0.8%,-4.9,0.8%
Cn1c(O)c(C=Nc2ccc(Cc3ccncc3)cc2)c(=O)n(C)c1=O,.,0.2,.,5.4,742,.,.,848,.,.,978,.,.,.,.,.,3.2%,-0.9,.
Cc1ccc(SCc2cc(=O)n3[nH]c(C)nc3n2)cc1,i,0.08,-0.939,6.2,642,4.0,i,1147,-0.126,42.9,984,0.0971,-0.244,1.8,0.9,5.1,.,1.5,-26.5%
O=C(c1ccco1)[C@@H]1[C@@H]2C(=O)N(c3ccc(Br)cc3)C(=O)[C@@H]2C2c3ccccc3C=CN21 (stereo partly specified),i,0.03,0.0201,.,.,4.5,.,1472,0.689,.,1409,0.507,0.0509,0.9,13.5,3.8,-1.7%,3.0,.
Cc1[nH][nH]c(=O)c1[C@@H](c1ccccc1[N+](=O)[O-])C(C#N)C#N,.,-0.85,0.0482,-2.4,667,.,i,1365,-0.186,57.1,1367,-0.45,0.0516,.,.,.,.,-1.5,-0.3%
O=C(Cn1c(=O)oc2ccccc21)NCc1ccco1,i,0.82,-1.49,.,.,1.2,i,1352,1.42,32.8,929,2.26,-0.341,1.8,16.7,9.8,-0.5%,-3.3,1.4%
Cc1ccc(-c2noc(CSc3nnc(Cc4ccccc4)n3-c3ccc(Cl)cc3)n2)cc1,i,.,-0.199,-7.9,742,0.5,i,.,0.532,45.6,.,0.971,-0.0905,1.0,3.1,7.7,1.2%,.,4.2%
CCNC(=O)CN(c1ccccc1)S(=O)(=O)c1ccc(Cl)cc1,i,.,1.06,0.0,769,1.2,i,.,-0.372,21.9,1269,-1.24,-0.174,1.2,8.4,6.0,1.0%,-5.0,-0.5%
O=c1ccc(-c2n[nH]c(=S)n2-c2ccc(F)c(Cl)c2)n[nH]1,i,-0.15,0.594,6.8,688,3.1,i,1660,0.217,47.7,1096,-0.677,-0.107,2.7,0.5,4.5,2.3%,-7.9,-4.4%
Cc1nc2ccc(S(=O)(=O)N(C)CC(=O)N3CCc4ccccc43)cc2s1,i,-0.83,0.379,.,.,2.8,i,1413,-0.121,8.5,1431,-0.681,-0.278,2.4,-5.0,13.8,-1.7%,3.7,-15.1%
CC(C)[C@H](NC(=O)OC(C)(C)C)c1nnc(SCC(=O)Nc2ccc(Br)cc2)o1,i,0.03,-0.0369,3.6,567,3.1,i,1605,1.23,17.0,1073,0.908,-0.22,2.2,-0.2,14.4,-3.4%,-0.2,0.6%
CN1CC(=O)N/C1=N\C(=O)Nc1ccc2c(c1)N(C)C(=O)CS2,i,0.36,0.0158,2.3,750,3.3,i,860,-0.00295,36.7,.,-0.0464,-0.238,2.7,-2.2,6.0,1.0%,.,9.5%
COc1ccc(N2CCC(CNC(=S)Nc3c(C)cccc3C)C2)cc1 (stereo unspecified),.,-0.98,0.524,3.7,659,.,i,946,-0.0318,52.9,1385,-1.3,-0.205,.,.,.,.,-0.1,-4.4%
Cc1nc(SCc2cccc(C(=O)O)c2)nc2c1CCCC2,i,0.48,-0.402,21.2,687,2.3,i,1281,1.07,51.8,1466,1.67,0.869,1.7,9.8,10.6,0.6%,0.1,-5.3%
CCC(Cc1ccccc1)NC(=O)CN(C)S(=O)(=O)c1ccc2c(c1)c(=O)n(C)c(=O)n2C (stereo unspecified),i,-2.4,0.63,.,.,10.6,i,941,-0.24,41.5,.,-0.43,-0.238,3.1,11.1,5.1,-1.2%,.,13.5%
CCOC(=O)C1=C(O)C(=O)N(c2ccc(S(N)(=O)=O)cc2)C1c1cccc([N+](=O)[O-])c1 (stereo unspecified),.,0.09,-0.571,-1.6,788,.,i,1330,0.214,37.4,978,0.538,-0.228,.,.,.,.,1.9,4.4%
O=C(CCCC(=O)OCC(F)(F)C(F)F)Nc1ccc(NC(=O)CCCC(=O)OCC(F)(F)C(F)F)cc1,i,0.2,0.466,5.4,805,1.1,i,772,-0.0709,14.8,1101,-0.652,-0.103,1.4,-10.3,4.8,-0.2%,-0.2,-1.1%
N#C/C(=C\c1cccc(Cl)c1)c1n[nH]c(Cn2cncn2)n1,i,-0.36,0.458,4.2,791,2.0,i,1325,-0.304,49.6,1166,-0.248,-0.194,1.4,6.0,7.6,4.5%,0.2,-2.4%
N=C(N)N1CCc2ccccc21,.,-0.79,0.667,5.2,737,.,i,1159,-0.117,27.0,1348,-0.0964,-0.238,.,.,.,.,0.9,-9.0%
O=C(c1ccc2c(=O)n3c(nc2c1)CCCCC3)N1CCN(C(c2ccccc2)c2ccccc2)CC1,i,0.37,-1.64,9.9,750,1.4,i,758,1.11,37.3,1247,1.28,0.000654,0.7,-2.4,3.4,-2.3%,-1.5,1.7%
Cc1nn(-c2ccccc2)c(C)c1NC(=O)Cc1cccs1,i,1.42,-0.203,-1.3,767,1.9,i,1233,0.78,41.7,552,-0.184,-0.198,1.9,13.0,8.9,-1.9%,-1.5,2.2%
Cc1cc([N+](=O)[O-])c(NC2CCCCC2)c([N+](=O)[O-])c1,i,.,0.564,.,.,3.5,i,.,-0.237,11.1,.,0.143,-0.227,1.6,-1.4,5.7,.,.,.
O=C(CSc1cn(Cc2ccccc2)c2ccccc12)Nc1nccs1,i,0.64,1.1,.,.,2.1,i,923,-0.54,18.9,.,-0.89,-0.296,4.0,22.9,3.3,0.8%,.,-1.2%
